# High-throughput results as filed in PubChem.
# UGM FP inh: blocks M. tuberculosis UGM enzyme. AID 504406. P9WIQ1. purified UGM, fluorescence polarization probe displacement. 320,000 tested, 0.06% active. inhibition, % at 10 µM; in the data active = inhibition above about 10%, passing the limit was not always enough
# Target sequence (P9WIQ1 whole entry, looked up): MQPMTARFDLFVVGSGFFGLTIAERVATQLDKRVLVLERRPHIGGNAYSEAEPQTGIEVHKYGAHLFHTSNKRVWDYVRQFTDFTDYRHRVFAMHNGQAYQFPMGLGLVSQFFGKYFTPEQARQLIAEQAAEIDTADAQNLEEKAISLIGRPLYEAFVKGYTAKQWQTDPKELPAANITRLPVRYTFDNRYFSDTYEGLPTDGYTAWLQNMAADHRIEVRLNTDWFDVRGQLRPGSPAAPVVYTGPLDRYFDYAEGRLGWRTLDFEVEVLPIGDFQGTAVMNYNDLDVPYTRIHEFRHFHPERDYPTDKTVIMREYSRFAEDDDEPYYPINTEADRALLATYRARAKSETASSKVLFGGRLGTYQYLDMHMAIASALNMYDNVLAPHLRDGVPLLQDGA
# TcdB inh: blocks C. difficile toxin B glycohydrolase activity; TcdB glycohydrolase enzymatic assay, plate reader; inhibition, % at 9.99 µM; P18177; 350,000 tested, 0.24% active; in the data active = inhibition above about 10%
# PfHsp40 rescue: compounds rescuing yeast from Plasmodium falciparum HSP40 toxicity; S. cerevisiae expressing PfHsp40, growth rescue, ATP luminescence; growth rescue, % at 12.5 µM; 340,000 tested, 0.68% active; AID 504582; in the data active = growth rescue above about 28%, passing the limit was not always enough;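 also: yeast W303a lacking pdr1 and pdr3 grown in galactose medium; growth measured after three days at 30 °C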
# FadD28 binding: inhibitors of Mycobacterium tuberculosis FadD28 bisubstrate binding | FadD28 bisubstrate probe binding, fluorescence polarization | inhibition, % at 12.5 µM | 360,000 tested, 0.22% active; in the data active = inhibition above about 8.5%, passing the limit was not always enough
# Vc quorum ag: induces V. cholerae light production without autoinducers | AID 588436 | V. cholerae BH1578 lux reporter, luminescence, 6 h | activation, % at 18.7 µM | 350,000 tested, 0.16% active; in the data active = activation mostly above about 9.7%, no sharp cut-off; also: not every result past the cut was called active; inactives centre near 0; reference of the scale not given here
# Y pestis TopoI: blocks Yersinia pestis topoisomerase I activity. Y. pestis Topo-I cleavage product accumulation, plate reader. 360,000 tested, 0.064% active. activity, % at 10 µM; in the data active = activity above about 50%, passing the limit was not always enough; also: inactives centre near 2
# Mtb FBA inh: inhibits M. tuberculosis FBA enzyme; P9WQA3; purified M. tuberculosis FBA, fluorescence read-out; inhibition, % at 1 µM; 360,000 tested, 2.3% active; AID 588726; in the data active = inhibition above about 27%;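 also: 0% = vehicle and 100% = reference inhibitor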
# Target sequence (P9WQA3 whole entry, looked up): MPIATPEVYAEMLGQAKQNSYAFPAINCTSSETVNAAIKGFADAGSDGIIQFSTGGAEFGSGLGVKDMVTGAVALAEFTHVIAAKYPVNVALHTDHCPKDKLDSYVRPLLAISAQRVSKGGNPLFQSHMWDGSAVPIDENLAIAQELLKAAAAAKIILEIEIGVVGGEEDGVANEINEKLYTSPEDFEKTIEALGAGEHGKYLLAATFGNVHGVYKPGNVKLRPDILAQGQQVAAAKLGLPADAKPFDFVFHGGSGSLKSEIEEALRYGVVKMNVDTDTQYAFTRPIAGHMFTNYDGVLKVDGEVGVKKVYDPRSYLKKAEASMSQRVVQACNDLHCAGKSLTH
# GDH-TPI inh: counter-screen for M. tuberculosis FBA inhibitors: GDH-TPI coupled enzymes. inhibition, % at 4.8 µM. 360,000 tested, 1.2% active. GDH-TPI coupled enzyme counterscreen, NADH absorbance; in the data active = inhibition above about 30%;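 also: 0% = DMSO wells and 100% = wells lacking the enzyme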
# BioA inh: blocks M. tuberculosis BioA enzyme activity. purified M. tuberculosis BioA enzyme, plate reader. 360,000 tested, 0.096% active. inhibition, % at 9.99 µM. AID 602481; in the data active = inhibition above about 40%
# Active calls of the source: *; i = inactive; . = not tested or not shown.
# Under each structure: UGM FP inh, TcdB inh, PfHsp40 rescue, FadD28 binding, Vc quorum ag, Y pestis TopoI, Mtb FBA inh, GDH-TPI inh, BioA inh
> Cc1c(Cl)cccc1N(CC(=O)N1CCCCCC1)S(C)(=O)=O
  3.0, 0.7, 2.8, -3.9, 0.9, -6.9, -3.0, -2.0, -0.7
> CCC(Sc1nc(N)c(NC(=O)c2ccc(OC)c(OC)c2)c(=O)[nH]1)C(=O)OC (stereo not drawn)
  1.1, 1.5, -1.2, -2.1, -0.2, 4.5, -0.4, 4.0, 0.2
> C=CCN1C(=O)C(CC(=O)O)SC1=Nc1c(C)n(C)n(-c2ccccc2)c1=O (stereo not drawn)
  -0.3, ., -0.1, -1.9, -0.4, -8.4, -2.4, -4.0, .
> O=C(COc1ccccc1/C=C1\SC(=O)NC1=O)Nc1ccccc1
  4.6, -1.6, -0.9, -2.1, -0.4, 3.2, 0.4, 16.7, .
> O=C(O)Cn1cnc2scc(-c3ccccc3)c2c1=O
  -0.4, -0.2, -0.5, -2.0, -0.4, 1.3, 0.6, 4.3, -0.7
> CCc1c(C)nc(N)nc1Cl
  -0.7, 0.5, 0.7, -0.4, -0.4, 0.4, -3.0, 9.9, -0.3
> CN(C)CCN(C(=O)c1ccc2ccccc2c1)c1nc2cc3c(cc2s1)OCCO3
  -2.1, 0.2, -0.3, -1.4, 0.6, 20.7, 1.9, 2.1, 0.1
> CCCCN1CCC(O)(c2ccccc2)C(C(=O)c2ccccc2)C1 (stereo not drawn)
  -3.5, ., -0.1, -1.0, -16.7, -0.1, 3.8, 2.2, -1.2
> N#CC(C#N)=C1C=CC=CN1/C(=C\c1ccccc1Cl)C(=O)c1ccccc1
  -0.8, ., 8.4, -3.5, -0.4, 7.4, 5.2, 5.3, .
> CCN1CCN(Cc2cc3c(cc2[N+](=O)[O-])OCO3)CC1
  1.0, -0.4, -1.1, 0.2, -0.4, -2.8, 2.3, 15.4, 0.7
> COc1ccc(NC(=O)CN(C)S(=O)(=O)c2cccc3nsnc23)cc1
  0.6, 1.4, 0.3, -3.4, -0.6, 0.8, -1.1, 6.0, 0.8
> CN(C)CCNc1ncnc2c1ncn2[C@H]1CN(Cc2ccccc2)C[C@@H](CO)O1
  ., 0.7, ., -0.4, i, 2.7, 2.6, 6.2, -0.2
> CCCCN(CC)C(=O)c1cc2c(=O)n3cccc(C)c3nc2s1
  -0.3, 1.5, 0.2, -3.2, i, 3.5, 69.5*, 11.0, 2.6
> CC1=CC(C)C2(COC(c3ccc[n+](C)c3)OC2)C(C)C1 (stereo not drawn)
  ., 0.9, -0.3, -4.2, i, 2.1, -1.1, -1.9, .
> CCN=C1SC(C(=O)Nc2cccc(Br)c2)CC(=O)N1CC (stereo not drawn)
  1.5, 1.4, 1.1, 1.6, -0.2, -0.2, 0.1, -2.1, .
> Cc1ccccc1CS(=O)(=O)CCC(=O)NCCN1CCN(c2cccc(Cl)c2)CC1
  -1.7, ., 1.1, 0.1, -6.2, 15.0, 0.1, 4.0, .
> NC1=NC2CS(=O)(=O)CC2S1 (stereo not drawn)
  1.2, -0.6, -1.6, -0.7, -0.5, -2.0, 2.1, 4.4, -0.5
> COc1ccc(S(=O)(=O)N(CC(=O)NN=C2CCN(C)CC2)c2ccc(C)cc2)cc1OC
  0.0, 1.5, 0.2, 0.2, i, 24.4, 0.8, -11.7, -1.1
> C=CCn1nc([N+](=O)[O-])nc1Sc1cccc2cccnc12
  -0.5, ., 4.2, 0.4, -0.3, -5.3, -1.9, 15.7, .
> Cc1ccc(C(C)C)c(OCCCN2CC(C)OC(C)C2)c1 (stereo not drawn)
  0.8, 0.9, 0.3, 0.8, ., 23.1, 1.4, 5.0, 0.3
> CCc1ccccc1N(CC(=O)NC(C)(C)CC)C(=O)CCC(=O)Nc1nccs1
  0.2, 0.2, 9.9, -0.1, 4.3, 17.1, 4.5, 7.0, -2.8
> OC(c1cc(C(F)(F)F)nc2c(Cl)cc(Cl)cc12)C1CCCCN1 (stereo not drawn)
  -2.7, 0.9, 1.2, -6.8, i, 2.1, 0.7, -4.0, 2.9
> CC(=O)Nc1ccc(S(=O)(=O)N2CCC(C(=O)c3ccc(F)cc3)CC2)cc1
  1.4, 1.7, -0.3, -4.3, -0.2, 2.1, -1.8, -14.6, 8.1
> CC1(C)Cc2nc3sc4c(=O)n(CC(N)=O)cnc4c3cc2CO1
  0.8, ., -0.3, 0.8, i, -6.3, 3.0, 0.0, 0.8
> Cc1ccc(S(=O)(=O)N(C)CC(=O)N2CCCc3ccccc32)cc1
  0.3, ., -0.3, -0.8, i, 15.9, 0.6, 4.4, -0.8
> COC(=O)c1sc2nc(C)nc(SCC(=O)Nc3sccc3C(N)=O)c2c1C
  -1.3, 1.3, 1.9, -2.2, i, 5.0, 2.3, 1.6, 0.6
> OCCNCc1cc(Br)ccc1OCc1ccc(F)cc1
  -0.7, 0.5, 2.3, -2.5, i, 2.9, 3.9, 5.5, .
> COc1cc(OC)c2c(-c3cccc(-c4ccc(C(C)=O)cc4)c3)cc(=O)oc2c1
  ., ., -1.0, -0.2, -1.9, 1.0, 4.4, 7.3, -2.2
> C=CCCCCCCCCC(=O)Nc1ncccn1
  -0.7, 0.4, -0.1, -3.7, i, -6.9, 2.5, -3.9, -0.5
> O=C(CSc1nc2cc(Cl)ccc2s1)NCC1CCCO1 (stereo not drawn)
  -1.4, 2.2, -2.5, 0.2, 3.8, 19.4, 2.8, 0.9, .
> Cc1ccccc1CNC(=O)c1ccccc1N
  ., ., 1.3, 1.4, 1.4, -1.4, 78.0*, 5.4, -0.9
> CC(OC(=O)c1nn(C)c(=O)c2ccccc12)C(=O)Nc1ccc(S(N)(=O)=O)cc1 (stereo not drawn)
  -0.2, 0.8, -0.6, -4.3, -0.7, -1.5, -0.3, 7.2, .
> Cc1cc2oc(=O)cc(CN(C)Cc3ccccc3)c2cc1C(C)C
  0.6, 0.9, 2.2, 0.5, i, 64.5*, 3.1, 4.6, .
> COc1ccc(CNC(=O)CN2C(=O)COc3ccc(S(=O)(=O)N4CCCC4)cc32)cc1
  0.6, 0.5, 0.4, -2.8, -1.8, 4.0, 3.4, -0.8, -1.1
> CC(Oc1ccc2c(-c3ccccc3)cc(=O)oc2c1)C(=O)NCc1ccccn1 (stereo not drawn)
  -0.1, 2.1, -1.6, -1.7, 0.4, 12.4, 6.1, 28.4, 42.3*
> CC(OC(=O)CN1C(=O)NC2(CCCC2)C1=O)C(=O)c1ccccc1 (stereo not drawn)
  4.1, 1.9, 0.2, 0.1, i, -0.4, 6.8, 1.4, -2.5
> CCCOc1ccc(C2=CC(=O)C[C@H](c3ccc(OC)cc3)C2)cc1
  -4.2, 0.2, 0.9, -3.9, i, 60.3*, -0.5, 10.8, -0.5
> O=C1NC(=O)N(C2CCCCC2)C(=O)C1C1c2ccccc2C(=O)N1Cc1ccccc1 (stereo not drawn)
  2.9, ., 4.2, -1.4, -0.6, -6.8, -2.1, 1.7, 0.5
> CCc1cc2c(=O)c(-c3nc4ccccc4n3C)coc2c(CN2CCCCC2)c1O
  ., -1.5, -1.8, ., i, 5.0, 7.9, 26.9, -0.8
> CC1(C)Cc2c(cnn2-c2ccc(F)cc2)C(NC(=O)CCC(F)(F)F)C1 (stereo not drawn)
  0.8, 1.3, 0.1, 1.3, -0.7, 10.9, 2.3, 12.4, 0.3
> CCc1ccc(NC(=O)CCS(=O)(=O)c2cccc3nsnc23)cc1
  0.4, ., -0.4, 0.5, ., 5.3, -1.9, 5.2, 0.2
> CCc1nc2ccccc2c(NC(=O)CN2CC(C)CC(C)C2)c1C (stereo not drawn)
  -0.3, 1.0, 3.6, 1.1, 0.9, 28.7, 2.1, 0.0, -1.0
> Cc1ccc(OCC(=O)N2CCCc3ccccc32)cc1
  2.1, ., 0.2, 1.5, ., 15.4, 2.6, -3.1, -0.7
> O=C(COC(=O)CCSc1ccccc1)Nc1ccccc1
  4.2, 6.0, 0.2, 0.3, i, 8.9, 3.9, 4.0, 3.0
> COc1ccc(CCCC(=O)NCCc2ccccc2)c(C)c1
  -0.3, 0.4, 40.1*, -4.9, 1.0, 6.4, -0.3, 8.5, 0.3
> CC1=NNC(=O)C1CCC(=O)N/N=C/c1ccc(Cl)cc1 (stereo not drawn)
  -1.4, 2.0, 0.3, -3.9, i, 6.1, 6.3, 6.8, -0.7
> COc1ccc(OC)c(CCNC(=O)Cn2nc(C)c3c(C)n(-c4ccccc4)nc3c2=O)c1
  -1.4, 1.6, -0.6, -2.7, -0.3, 0.9, -1.7, 1.9, -2.2
> CN(C)C(CNC(=O)c1cccc(S(=O)(=O)N2CC3(C)CC2CC(C)(C)C3)c1)c1ccco1 (stereo not drawn)
  2.8, ., -0.2, -2.1, -0.7, 13.3, -2.4, -4.3, 0.7
> CC(C)c1nc2oc3c(NCc4ccccn4)ncnc3c2c2c1COC(C)(C)C2
  -0.7, 0.9, -0.2, -4.4, -0.6, 3.1, 8.1, -7.4, -1.3
> CC(=O)Nc1cccc(C(=O)Nc2ccccc2C(=O)O)c1
  1.2, ., -0.2, -3.2, i, 8.9, 1.3, 19.7, 0.1
> COc1ccnc2c1c(=O)n(Cc1ccc(Cl)cc1Cl)c(=O)n2C
  -0.8, 0.2, -1.6, -1.2, -0.3, -1.8, 1.9, 14.8, -1.3
> Cc1onc(-c2ccccc2)c1C(=O)NC1CCCCC1C (stereo not drawn)
  ., -7.1, ., -1.6, -0.8, 0.7, -2.1, 4.4, -1.8
> Cc1noc(C)c1CSc1nnc2ccc3ccccc3n12
  0.5, -0.2, -0.1, -1.1, 2.7, 5.2, 2.4, -1.3, 2.7
> Cc1ccc(/C=N/NC(=O)c2nn(C)cc2Cl)cc1
  -1.1, ., 0.3, -0.4, -0.3, 6.9, 1.0, 10.3, .
> COc1ccc(S(=O)(=O)N(C)CC(=O)NCc2cccnc2)cc1Cl
  3.2, 0.0, -0.2, 0.2, -0.1, -3.2, 1.0, 6.2, 1.0
> CC(NC(=O)c1ccc2c(=O)n3c(nc2c1)CCCCC3)c1ccccc1 (stereo not drawn)
  ., -0.3, -0.7, -4.5, 0.9, 3.2, -4.7, 1.8, 1.2
> CCN(CC)S(=O)(=O)c1ccc(N2CCCC2)c(NC(=O)c2ccc([N+](=O)[O-])o2)c1
  -4.1, 0.6, -0.1, 0.0, 2.9, 4.0, -3.3, 17.5, -0.3
> Nn1c(Cc2cccc3ccccc23)nnc1SCc1c(F)cccc1Cl
  -1.7, ., 0.1, -4.7, i, 16.1, -0.3, 6.3, 2.8
> CCc1cccc2c(SC(C)C(=O)NCC3CCCO3)nc(-c3ccccc3)nc12 (stereo not drawn)
  0.9, ., 10.3, -1.7, -12.5, 6.3, 4.1, 5.0, -0.9
> O=C(NCc1ccco1)c1ccc2c(c1)N(Cc1ccccc1)C(=O)CS2
  0.9, ., -0.7, -1.9, 0.3, 19.7, 5.0, 11.7, 3.0

# The results go on:
# Under each structure: UGM FP inh, TcdB inh, PfHsp40 rescue, FadD28 binding, Vc quorum ag, Y pestis TopoI, Mtb FBA inh, GDH-TPI inh, BioA inh
> COc1cc(-c2nnc(SCC(=O)c3ccc(C)cc3)o2)cc(OC)c1OC
  2.1, 0.5, 0.2, -1.0, -1.8, 30.9, -2.6, 2.4, 0.1
> COc1ccc(C2CC(=O)N3CN(Cc4ccco4)CSC3=C2C#N)cc1 (stereo not drawn)
  3.1, ., -0.7, -1.6, i, -9.7, -0.4, -0.6, 0.1
> CCn1c(=O)c(C(=O)CC#N)c(N)n(Cc2ccccc2)c1=O
  0.5, -0.4, 1.7, -0.8, i, 9.5, 9.4, -1.3, -0.6
> O=C(COc1ccccc1)NNc1c2ccccc2nc2ccccc12
  -2.0, ., 0.4, -3.7, -1.2, -2.9, 16.8, -3.4, 1.0
> CCOc1ccc(-n2nc3cc(C)c(N)cc3n2)cc1
  -1.2, -0.7, -0.6, -2.9, i, 1.6, 163.5*, 19.9, 1.0
> Cc1ccc(N2CC(C(=O)N(C)CC(=O)Nc3ccc(Cl)c(C(F)(F)F)c3)CC2=O)cc1 (stereo not drawn)
  1.4, -1.2, 1.4, -3.7, i, 1.7, -1.4, -2.4, -0.3
> CCOc1cc(-c2cn(S(=O)(=O)c3cccc4nsnc34)nc2N)cc(OCC)c1OCC
  -1.4, ., 0.4, 0.7, -0.3, 6.3, 1.8, 4.0, -0.3
